miR122 inh: inhibitors of miR-122 in Huh7 cells; Huh7 miR-122 Renilla luciferase sensor, 48 h; neutral wells = 0, positive control = 100; 340,000 compounds, 0.3% hits; activation (reporter increase), % at 12.5 µM; AID 602342;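 active = mean replicate activation score at least 90 and every replicate individually at or above 90; inconclusive = only one of the two criteria met; inactive = neither criterion met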;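 also: higher luciferase means less miR-122 activity so hits act as miR-122 inhibitors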
PglD inh: PglD (C. jejuni) enzyme inhibition; purified PglD enzyme, DTNB colorimetric CoA detection; inhibition, % at 12.5 µM; 360,000 compounds, 0.098% hits; in the data active = inhibition above about 16%, passing the limit was not always enough; inconclusive = no clear call, values can overlap the other calls; also: strong numbers were not always called active
Cneo AK release: Cryptococcus neoformans lysis via adenylate kinase release. 360,000 compounds, 0.2% hits. lysis activity, % at 15 µM. C. neoformans lysis, adenylate kinase release luminescence, 4 h; normalised: neutral wells 0, clomiphene wells 100;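 active = mean lysis activity across replicates of at least 80%, whatever share of replicates individually reach that level; inactive = mean lysis activity below 80%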
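Test system: log-phase Cryptococcus neoformans yeast cells; Quantity: yeast cell density of 5 × 10^6 cells/mL; Buffer or medium: YPD; Doses: single compound concentration per well; Timing: 4 h at 37 °C static, read 1 h later; Measured by: AK luminescence; Read-out basis: lysis from increased AK signal; Control set: Clomiphene as positive control.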
Statin myotox sup: suppressors of simvastatin-induced myotoxicity in C2C12 myotubes; ATP luminescence, 48 h; scaled: DMSO 0, geranylgeraniol control 100; rescue of ATP level, % at 7.49 µM; 330,000 compounds, 0.78% hits;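 active = mean ATP rescue above about 67%, or every replicate alone reaching that limit, limit read from the data, passing the limit was not always enough; inconclusive = no clear call, values can overlap the other calls; inactive = mean under the limit and some replicate under it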;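 also: myotubes were challenged with 10 µM simvastatin during compound exposure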
INS-1E GSIS act: GLuc luminescence reporter in INS-1E cells, primary screen for activators of glucose-dependent secretion of insulin | INS-1E GLuc reporter insulin secretion, 2-3 h | activation, % at 16.6 µM | 370,000 compounds, 0.61% hits | AID 743287;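 active = lowest replicate activation of at least 40%, so every replicate reaches that level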;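 also: 0% = median of neutral control wells and 100% = median of IBMX positive control wells; some compounds called inactive have numbers as strong as hits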
FN deposition inh: fibronectin deposition inhibition | AH1F fibroblasts, Alexa488-fibronectin deposition fluorescence, overnight | inhibition, % at 12.6 µM | 350,000 compounds, 0.086% hits;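 active = mean inhibition across replicates of 30% or more, regardless of how many single replicates reach that level; inconclusive = mean under 30% yet at least half of replicates reach 30%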;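 also: positive control wells lacked labelled fibronectin entirely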
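Test system: AH1F fibroblast monolayer depositing Alexa488-labelled fibronectin into matrix. Input: 10000 cells per well. Technique: fluorescence, ex 485 nm, em 525 nm. Buffer or medium: DMEM plus 2% serum, read in PBS. Timing: 1 h cell adhesion before compound, then overnight fibronectin incubation. Compound: single dose, pinned. Read-out basis: inhibition from reduced deposited-fibronectin fluorescence.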
PGC1a acetyl inh: modulators of PGC1a acetylation; U2OS PGC1a acetylation, AlphaScreen anti-acetyl-lysine; with virally co-expressed GCN5 acetyltransferase; inhibition, % at 15.6 µM; 350,000 compounds, 0.17% hits;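 active = every replicate shows inhibition of at least 40%; inconclusive = mean inhibition at least 40% but some replicate below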;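 also: 0% = neutral control wells and 100% = positive control wells; some results beyond the cut were filed as inactive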
CFTR F508del cor: CFTR F508del correction in bronchial cells; CFBE cells, YFP halide quenching; stimulated with forskolin plus potentiator P3; % fluorescence drop versus neutral controls; activity (quench increase), % at 7.58 µM; 350,000 compounds, 0.36% hits;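 active = mean added fluorescence quench of at least 8% versus neutral control, with both replicates also reaching 8%; inconclusive = only one of the mean or replicate conditions met; inactive = mean below 8% and not both replicates reaching 8%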;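 also: cells transiently co-express mutant CFTR-F508del with the halide-sensitive YFP; corrector assay measuring rescue of mutant channel to the surface after 24 h compound exposure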
An asterisk follows results filed as active; ? = inconclusive; nt = not tested or not shown; & = joins results of further samples; [ ] = dose if it differs, or a comment.

A first look (2 entries):
SMILES	miR122 inh	PglD inh	Cneo AK release	Statin myotox sup	INS-1E GSIS act	FN deposition inh	PGC1a acetyl inh	CFTR F508del cor
Cc1cc(C)c(S(=O)(=O)/N=C2\C=CC(=O)C(Cl)=C2)c(C)c1	-7	2	1	2	nt	nt	0	nt
COC(=O)c1ccc(C)c(NC(=O)CN2C(=O)c3ccccc3S2(=O)=O)c1	0	-8	0	0	nt	nt	2	nt

All compounds of this part, previewed entries included:
SMILES	miR122 inh	PglD inh	Cneo AK release	Statin myotox sup	INS-1E GSIS act	FN deposition inh	PGC1a acetyl inh	CFTR F508del cor
Cc1cc(C)c(S(=O)(=O)/N=C2\C=CC(=O)C(Cl)=C2)c(C)c1	-7	2	1	2	nt	nt	0	nt
COC(=O)c1ccc(C)c(NC(=O)CN2C(=O)c3ccccc3S2(=O)=O)c1	0	-8	0	0	nt	nt	2	nt
O=C(CN1c2ccccc2S(=O)(=O)c2ccccc21)NCc1ccc(F)cc1	nt	2	-1	7	-12	-211	nt	-1.1
O=C(C[C@H]1C[C@@H]2c3cc(NC(=O)CC4CC4)ccc3O[C@@H]2[C@@H](CO)O1)NCC1CC1	-3[16.7 µM]	1	7	5	6	-5	2	1.2
COCCNC(=O)c1cc(S(=O)(=O)N2CCCCC2)ccc1N1CCOCC1	nt	-2	5	8	7	7	nt	1.6
O=S(=O)(c1ccccc1F)N1[C@@H]2CNC[C@H]1C2c1ccc(-c2ccncc2)cc1 (stereo partly specified)	nt	nt	nt	nt	-9&-4	3&0	-7&7	-2.1&0.4
CC(C)(C)OC(=O)C[C@@H]1C/C=C\C[C@@H](CC(=O)N[C@@H](CO)Cc2ccccc2)C(=O)NCCOC1=O	0	-2	6	0	-5	1	6	1.8
Cc1ccc(Cc2cnc(NC(=O)c3ccco3)s2)cc1	-4	-5	-6	-4	nt	nt	11	nt
OCCNCCCCCOc1ccc(F)cc1	0	-5	-1	-12	-1	-10	5	nt
O=C1C(=O)N(c2ccccc2)C(c2ccccc2[N+](=O)[O-])/C1=C(\O)c1ccccc1 (stereo unspecified)	34	-2	-1	13	nt	-4	nt	4.7
O=C(Nc1cccc(-c2cn3cccnc3n2)c1)c1cccs1	11	4	2	nt	5	3	0	nt
O=C(Cc1cccnc1)N1CC(=O)N2[C@H](CO)[C@H](c3ccc(C#CC4CCCCC4)cc3)[C@H]2C1	nt	nt	nt	nt	-4	-9	8	-2.0
S=C(NCCc1ccccc1)Nc1cccc2cnccc12	4	0	2	-9	-27	-9	18	-1.6
Cc1ccc2c(cnn2C(=O)CCC(=O)NCc2cccc(Br)c2)c1	-4	-3	1	-1	8	12	4	4.0
Cc1ccccc1NS(=O)(=O)c1cc(C(=O)N2CCCC2)ccc1Cl	5	3	1	-19	-16	-2	3	1.7
OCCC1CN(Cc2cnc(N3CCCC3)s2)CCN1C1CCCC1 (stereo unspecified)	-6	1	0	2	16	nt	12	-1.0
COc1cc(NC(=O)N[C@@H](Cc2c[nH]c3ccccc23)C(=O)O)c(C(=O)O)cc1OC	7	3	1	10	5	1	7	2.8
COc1ccc(C(=O)C2CCCN(S(=O)(=O)c3ccccc3F)C2)c(C)c1 (stereo unspecified)	15	5	-1	-4	1	1	nt	0.8
COc1cc(CN2CCN(CC3CC3)CC2CCO)cc(OC)c1 (stereo unspecified)	5	1	-3	13	-6	5	-5	-1.5
CNC[C@H]1OCCCC[C@@H](C)Oc2ccc(NC(=O)Nc3ccccc3)cc2C(=O)N([C@H](C)CO)C[C@H]1C	-2[16.7 µM]	2	0	28	-4	nt	7	-2.4
C/C(=N\NC(=O)c1nnn(-c2nonc2N)c1CSc1ccc(Cl)cc1)c1ccco1	-1	15	3	-3	12	5	-3	-2.3
O=C(N=C1SC2CS(=O)(=O)CC2N1c1ccc(Cl)c(Cl)c1)C1CCCO1 (stereo unspecified)	-10	4	0	18	nt	4	4	1.9
CCC(C)NC(=O)c1ccc(CS(=O)(=O)c2ccc(OC)cc2)o1 (stereo unspecified)	-7	3	4	3	0	-3	-5	-2.9
CC(C)N(C(=S)Nc1cccc(C(F)(F)F)c1)C(C)c1ccccn1 (stereo unspecified)	1	nt	nt	9	-34	6	8	-1.0
CN1c2ccc(-c3cccc(F)c3)cc2[C@H]2[C@H](CCN2C(=O)Cc2ccccc2)[C@H]1CO	20[16.7 µM]	-1	-15	4	-3	19	-6	2.4
COc1ccc(CN(C)C[C@H]2OCCCC[C@@H](C)Oc3ccc(NC(=O)Nc4ccc5c(c4)OCO5)cc3C(=O)N([C@H](C)CO)C[C@@H]2C)cc1	0[16.7 µM]	0	1	nt	-21	2	-9	0.2
Cc1sc(N)nc1-c1ccc2c(c1)OCCO2	1	-1	1	5	10	6	nt	1.0
O=S(=O)(c1ccc2c(c1)OCCO2)N1CCc2ccccc21	10	4	1	6	0	5	-16	0.9
COc1ccc(NC(=O)CN(C)CC(=O)c2[nH]c(C)c(C(C)=O)c2C)cc1	-8	0	3	3	nt	-14	3	0.4
COc1ccc(C(=O)Nc2nc3ccc(S(C)(=O)=O)cc3s2)cc1	-9	6	3	nt	nt	-2	-6	nt
CCC(C)(C)n1nnnc1C(c1ccc2ncccc2c1)N1CCN2CCCC2C1 (stereo unspecified)	4	5	-1	18	-8	nt	-5	-1.2
COc1cccc(NC(=O)COC(=O)Cc2ccc(Cl)cc2)c1	nt	2	3	4	-18	3	12	?
O=C(Cc1ccccn1)N[C@H]1CC[C@@H](CCNC(=O)c2cc(Cl)cc(Cl)c2)O[C@H]1CO	4[16.7 µM]	4	-1	4	14	1	6	0.9
CCO[C@@H]1OC(C(=O)N2CCN(Cc3ccccc3)CC2)=C[C@H](c2coc3ccccc3c2=O)[C@H]1CCCO	-5	3	0	6	-10	0	nt	-1.3
COC(=O)C[C@@H]1CC[C@H]2[C@H](COc3ccc(NC(=O)Nc4c(C)noc4C)cc3C(=O)N2C)O1	-16[16.7 µM]	1	-1	-25	7	2	7	0.4
Cn1c(=O)cc(OCCCC(=O)Nc2ccccn2)c2ccccc21	-8	6	2	5	nt	9	-5	nt
Cc1noc(C)c1S(=O)(=O)N(C)C[C@@H]1Oc2ccc(NS(=O)(=O)c3ccccc3)cc2C(=O)N([C@H](C)CO)C[C@@H]1C	-7[16.7 µM]	0	0	1	2	nt	7	-4.3
Cc1ccc(S(=O)(=O)N(C)C[C@H]2Oc3ccc(NC(=O)Nc4c(C)noc4C)cc3CC(=O)N([C@@H](C)CO)C[C@H]2C)cc1	2[16.7 µM]	-1	-3	-7	10	nt	6	1.1
CNc1cc([N+](=O)[O-])ccc1OCc1ccccc1	6	-2	-7	-11	-5	-5	-6	-1.1
COc1ccc(C(=O)NNC(=O)CSc2nnc(C3CC3)n2C)cc1	4	5	-1	3	11	11	nt	0.8
COc1cc(NCCCn2cnc(C(=O)Nc3ccc(C)c(C)c3)n2)cc(OC)c1OC	2	6	-1	4	0	3	22	-2.0
Cc1nn(C(=O)Cn2ccc([N+](=O)[O-])n2)c(C)c1Cl	3	3	2	2	-1	-3	5	1.0
Cc1cccc(C(=O)Nc2nsc(N)n2)c1	-4	0	-1	-11	3	3	3	0.2
COC(=O)c1c(NC(NC(=O)C(C)(C)C)C(Cl)(Cl)Cl)sc2c1CCC2 (stereo unspecified)	-2	-3	0	29	nt	nt	-47	nt
Cc1ccc(NC(=O)c2cc(N3C(=O)CCC3=O)ccc2N2CCOCC2)cc1	nt	nt	nt	nt	14	6	12	-1.6
C/C=C/c1ccc2c(c1)O[C@H](CN(C)C(=O)Cc1cccnc1)[C@@H](C)CN([C@H](C)CO)S2(=O)=O	-17[16.7 µM]	nt	nt	10	12	nt	-8	1.2
COc1ccc(Cl)cc1NC(=O)CN(C)C(=O)CN1C(=O)NC2(CCCC2)C1=O	-1	3	4	-10	-2	-3	-6	0.3
Cc1c(N2C(=O)/C(=C/c3cccc4ccccc34)SC2=S)c(=O)n(-c2ccccc2)n1C	-4	-2	-1	49	nt	-2	-5	nt
CCOC(=O)N1CCC(N2Cc3cccc(C(=O)Nc4ccc(N(CC)CC)cc4C)c3C2=O)CC1	nt	4	-1	-7	-9	-13	nt	-0.1
O=C(NCc1ccc(F)cc1)c1nc(-c2cccs2)no1	8	10	-3	20	-5	nt	5	0.1
COc1ccc(S(=O)(=O)N(C)C[C@@H]2OCCCC[C@H](C)Oc3ccc(NC(=O)c4ccncc4)cc3C(=O)N([C@@H](C)CO)C[C@H]2C)cc1	-1[16.7 µM]	4	-11	nt	7	7	-16	-1.0
Cc1nnc(NC(=O)CSc2nc3c(c(=O)n2CCc2ccccc2)SC(C)C3)s1 (stereo unspecified)	-1	3	0	-16	4	6	11	-0.3
CCN(CC)CCCn1c2c(c(SCC(=O)N3CCCc4ccccc43)nc1=O)CCC2	nt	-2	5	5	-7	3	-4	-2.5
COc1ccc(-c2csc(NC(=O)C3CCN(C(=O)c4ccc(F)cc4)CC3)n2)cc1OC	nt	6	-6	nt	-5	nt	-4	-1.6
O=C(NC1CC(=O)N(c2ccc3c(c2)OCCO3)C1)N1CCCCC1 (stereo unspecified)	-3	7	-1	0	3	3	2	-1.9
C#CCN1CC(C)/C(=N/O)CC1C (stereo unspecified)	3	-4	0	nt	17	nt	13	nt
COc1ccc(-c2nc3cc(C)ccn3c2NC(=O)c2ccccc2OC)cc1	nt	-1	0	5	13	-7	nt	1.0
C[C@@H]1CN([C@@H](C)CO)C(=O)c2cccc(NC(=O)NC3CCCCC3)c2O[C@H]1CN(C)Cc1ccc(C(=O)O)cc1	9[16.7 µM]	4	-2	-4	7	nt	2	1.2
CCCc1cc(=O)oc2cc(C)cc(OC(C)C(=O)NCc3cccnc3)c12 (stereo unspecified)	-8	-2	-1	-14	6	3	7	-0.8
C[C@@H]1CCCCO[C@H](CN(C)S(=O)(=O)c2ccc(Cl)cc2)[C@H](C)CN([C@@H](C)CO)C(=O)c2cc(NS(=O)(=O)c3cn(C)cn3)ccc2O1	-6[16.7 µM]	0	1	nt	-4	nt	-14	2.9

Record cards, as listed above.
Profile of COc1ccc(-c2csc(NC(=O)C3CCN(C(=O)c4ccc(F)cc4)CC3)n2)cc1OC → miR122 inh = nt; PglD inh = 6; Cneo AK release = -6; Statin myotox sup = nt; INS-1E GSIS act = -5; FN deposition inh = nt; PGC1a acetyl inh = -4; CFTR F508del cor = -1.6
Profile of O=C(NC1CC(=O)N(c2ccc3c(c2)OCCO3)C1)N1CCCCC1 (stereo unspecified) → miR122 inh = -3; PglD inh = 7; Cneo AK release = -1; Statin myotox sup = 0; INS-1E GSIS act = 3; FN deposition inh = 3; PGC1a acetyl inh = 2; CFTR F508del cor = -1.9

The list goes on:
SMILES	miR122 inh	PglD inh	Cneo AK release	Statin myotox sup	INS-1E GSIS act	FN deposition inh	PGC1a acetyl inh	CFTR F508del cor
COCCOC(=O)/C(C#N)=C/c1cn(Cc2ccccc2)nc1-c1cccnc1	-3	-1	2	1	23	-3	11	1.8
C[C@@H]1CCCCO[C@@H](CN(C)Cc2ccccc2)[C@@H](C)CN([C@@H](C)CO)C(=O)c2cc(N(C)C)ccc2O1	0[16.7 µM]	-3	4	24	-1	nt	2	-0.2
COc1ccc(CN(C)C(=O)c2ccccc2Sc2ccccc2C#N)cc1OC	6	-6	2	-4	4	6	1	-1.8
Cc1nnc2n1N=C(c1ccccc1)CS2	nt	-4	-1	-1	8	7	2	1.9
